DUSP3 inh – DUSP3 (human) phosphatase inhibition | inhibition, % at 13.3 µM | P51452 | 0.52% of 290,000 active | recombinant VHR phosphatase, pNPP absorbance; in the data active = inhibition above about 50%; note: some compounds called inactive have numbers as strong as hits
Target sequence (P51452 whole entry, looked up): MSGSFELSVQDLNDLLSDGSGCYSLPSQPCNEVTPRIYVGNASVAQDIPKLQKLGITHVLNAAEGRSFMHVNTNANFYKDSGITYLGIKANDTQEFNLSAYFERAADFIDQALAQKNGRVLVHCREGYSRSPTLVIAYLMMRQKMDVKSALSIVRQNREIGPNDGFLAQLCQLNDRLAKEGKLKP
Mtb UGM inh – inhibitors of M. tuberculosis UDP-galactopyranose mutase; 0.06% of 320,000 active; inhibition, % at 10 µM; purified UGM, fluorescence polarization probe displacement; AID 504406; P9WIQ1; in the data active = inhibition above about 10%, passing the limit was not always enough
Mtb BioA inh – blocks M. tuberculosis BioA enzyme activity. 0.096% of 360,000 active. purified M. tuberculosis BioA enzyme, plate reader. inhibition, % at 9.99 µM. AID 602481; in the data active = inhibition above about 40%
Mtb FBA inh – Mtb fructose-bisphosphate aldolase inhibition; inhibition, % at 1 µM; AID 588726; 2.3% of 360,000 active; purified M. tuberculosis FBA, fluorescence read-out; P9WQA3; in the data active = inhibition above about 27%;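 note: 0% = vehicle and 100% = reference inhibitor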
Target sequence (P9WQA3 whole entry, looked up): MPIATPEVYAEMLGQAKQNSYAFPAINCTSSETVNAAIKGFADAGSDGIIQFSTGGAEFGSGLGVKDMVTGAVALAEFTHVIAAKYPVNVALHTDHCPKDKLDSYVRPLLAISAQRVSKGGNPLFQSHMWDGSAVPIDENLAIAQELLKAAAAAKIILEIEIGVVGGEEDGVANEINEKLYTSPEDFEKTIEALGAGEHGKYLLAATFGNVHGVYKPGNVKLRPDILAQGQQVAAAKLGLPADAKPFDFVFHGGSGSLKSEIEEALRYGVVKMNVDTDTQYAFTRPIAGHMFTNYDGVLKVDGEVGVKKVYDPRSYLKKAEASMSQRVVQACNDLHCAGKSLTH
Vc quorum ag – inducers of Vibrio cholerae quorum light production without autoinducers; activation, % at 18.7 µM; AID 588436; V. cholerae BH1578 lux reporter, luminescence, 6 h; 0.16% of 350,000 active; in the data active = activation mostly above about 9.7%, no sharp cut-off; note: not every result past the cut was called active; inactives centre near 0; reference of the scale not given here
MazEF act – increases E. coli MazEF RNase cleavage of RNA; P0AE70; activation, % at 20 µM; 0.32% of 350,000 active; FAM/BHQ RNA-DNA oligo cleavage fluorescence, 5 h; in the data active = activation above about 50%
Target sequence (P0AE70 whole entry, looked up): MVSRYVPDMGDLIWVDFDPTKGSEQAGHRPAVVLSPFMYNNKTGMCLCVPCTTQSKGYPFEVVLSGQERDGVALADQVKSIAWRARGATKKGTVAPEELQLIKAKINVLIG
3CLpro inhibitor – SARS-CoV 3CLpro protease inhibition | recombinant SARS-CoV 3CLpro, quenched FRET peptide cleavage | 0.14% of 290,000 active | P0C6X7 | inhibition, % at 6 µM; in the data active = inhibition above about 12%
GDH-TPI inh – GDH-TPI coupled enzyme inhibition counter-screen | GDH-TPI coupled enzyme counterscreen, NADH absorbance | inhibition, % at 4.8 µM | 1.2% of 360,000 active | AID 588335; in the data active = inhibition above about 30%;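 note: 0% = DMSO wells and 100% = wells lacking the enzyme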
Rv3671c inh – Rv3671c (M. tuberculosis) protease inhibition | 0.048% of 320,000 active | AID 2606 | P9WHR9 | inhibition, % at 5.96 µM; in the data active = inhibition above about 38%;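 note: extracellular domain of Rv3671c used as enzyme; 0% = enzyme with DMSO and 100% = no enzyme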
PriA SSB inh – K. pneumoniae PriA-SSBct interaction inhibition. AlphaScreen SSBct-PriA binding, biotinylated peptide. 0.6% of 430,000 active. inhibition, % at 33 µM. AID 1272365; in the data active = inhibition mostly above about 37%, no sharp cut-off; inactive = mostly below about 20%;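 note: plate controls were negative control peptide for no effect and reference peptide for full effect; strong numbers were not always called active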
The depositor's hits bear a star; i = inactive; x = no result given; & = joins results of further samples.

#	SMILES	MazEF act	DUSP3 inh	PriA SSB inh	3CLpro inhibitor	Mtb BioA inh	Mtb UGM inh	Mtb FBA inh	Rv3671c inh	Vc quorum ag	GDH-TPI inh
1	O=C(Nc1ccc(CN2CCOCC2)cc1)c1ccc(-c2ccc(Br)cc2)o1	-14	7	20	-1	-0.7	-2.2	4	-17	i	27
2	O=C(Nc1c(-c2cccs2)nc2ccccn12)c1ccc2ccccc2c1	x	-10	x	-3	x	-0.1	x	-15	x	x
3	CCC(=O)Nc1ccc(Cl)c(NC(=O)c2cccnc2)c1	4	-8	-8	-3	4.8	2.3	5	5	i	-10
4	Cn1c(=O)c2cc(NC(=O)NCc3ccccc3)ccc2n1C/C=C/c1ccccc1	x	x	x	x	0.6	x	77*	x	-0.5	7
5	CCN(C1CCS(=O)(=O)C1)S(=O)(=O)c1ccc(Cl)s1 (centres undefined)	-3	x	2	x	-1.0	x	-3	x	-1.0	-2
6	COc1n[nH]c(C(=O)Nc2cc(Cl)ccc2Cl)c1[N+](=O)[O-]	1	18	5	2	x	1.0	-4	11	i	21
7	Cc1ccc(CN2CCN(Cc3cccc(C)n3)CC2CCO)cc1 (centres undefined)	4	61	2	2	x	0.4	-1	-18	-0.6	0
8	O=C(Nc1cc(S(=O)(=O)N2CCCCC2)ccc1O)c1ccccc1NS(=O)(=O)c1ccc(F)cc1	9&-3	-1	1	4	-0.7	-0.7	11&9	-28	-1.1	3&6
9	COc1ccc(Cc2n[nH]c(=O)c3ccccc23)cc1OC	-14	4	-10	-8	-1.1	0.4	7	-4	i	7
10	CN(C(=O)C1CCN(c2ncnc3c2nc2n3CCCCC2)CC1)C1CCCCC1	-25	21	3	-1	0.6	-0.8	0	-6	i	-3
11	O=C(COC(=O)c1ccco1)Nc1ccc(Cl)cn1	-1	x	6	x	x	-1.0	5	-2	-1.2	4
12	COc1cccc(NC(=S)NNC(=O)c2ccccc2OC(F)F)c1	2	13	1	-2	0.7	0.0	3	7	4.2	-5
13	CCN(CC)C(=O)CSc1nc2cc3c(cc2c(=O)n1CCCC(=O)NCc1ccc(OC)cc1)OCO3	7	-10	-6	-1	x	0.3	-3	-2	i	-12
14	CCCc1cc(=O)[nH]c(SCc2ccccc2)n1	3	-15	-8	2	-0.9	1.8	-2	3	2.6	7
15	Cc1ccc2nc(NC(=O)CN3C(=O)NC4(CCCC4)C3=O)sc2c1	-3	x	-19	x	x	0.1	4	-7	-0.7	8
16	Cc1nc(N2CCOCC2)[nH]c(=O)c1C	8	-6	4	2	-1.1	-1.1	-5	6	i	-7
17	CCC(C)NC(=O)C(=O)NCc1ccncc1 (centres undefined)	-2	-4	-12	1	0.5	2.6	1	6	-2.2	3
18	COc1ccc(C(=O)COC(=O)c2cnc(C)cn2)c(OC)c1	1	x	-15	x	0.1	3.9	-2	6	-1.2	2
19	CCOc1ccc(/C=C2\SC(=S)N(CCCC(=O)NCCCN3CCOCC3)C2=O)cc1	-2	-17	19	2	1.1	0.5	-6	-7	-0.3	6
20	O=C(N/N=C\c1cccnc1)C1c2ccccc2Oc2ccccc21	8	12	x	-2	x	-0.2	-1	2	-0.2	7
21	CCOC(=O)c1c(C)oc2c1cc(O)c1ccccc12	4	24	-10	2	x	-3.4	-1	-13	i	9
22	COc1ccc(C2(c3ccc(OC)cc3)NC(=O)N(CC(=O)Nc3cc(C)ccc3OC)C2=O)cc1	-1	57*	-2	0	-3.1	-0.5	3	1	i	0
23	O=C(COC(=O)CCc1ccc(S(=O)(=O)N2CCCCC2)cc1)Nc1cccc2ccccc12	-9	6	-2	2	x	-1.5	1	-5	i	-4
24	O=C(COC(=O)c1nc(Cl)ccc1Cl)NC1CCCCC1	5	x	9	x	-0.4	2.2	2	4	i	1
25	CNCc1ccccc1Sc1cccc2ccccc12	13	-2	15	1	x	-1.1	4	1	-0.2	6
26	COc1ccccc1NC(=O)C(=O)NCc1ccncc1	-9	-6	-9	2	x	-0.4	-6	-10	i	7
27	Cc1cc2c(cc1C)CSC(c1ccc(O)cc1)SC2	9	8	2	-4	-0.9	-0.8	1	-15	i	11
28	CN1CCN(C(c2cccnc2)c2ccc3cccnc3c2O)CC1 (centres undefined)	3	-20	89	7	x	0.8	1	8	i	4
29	CCOc1cc(C2CC(=O)NC(SCC)=C2C#N)ccc1O (centres undefined)	2	-21	-10	1	1.7	3.5	-1	7	-0.2	10
30	COc1cccc(/C=N/N2CCN(C3c4ccccc4-c4ccccc43)CC2)c1O	-4	8	x	-1	-1.2	-0.5	2	-13	i	6
31	CC(C)(CN1CCN(C(c2ccccc2)c2ccccc2)CC1)NS(=O)(=O)c1ccccc1	3	5	-14	0	-0.8	-1.1	-3	0	-0.3	-10
32	O=C(Cn1ncc2ccccc2c1=O)Nc1cccc(C(F)(F)F)c1	-9	x	x	x	0.5	x	4	x	-0.8	15
33	CC(=Nc1ccccc1)C1=C(O)COC1=O	-5	0	0	4	-0.1	1.3	0	-3	-2.0	-1
34	Cc1ccc(S(=O)(=O)N(C)C)cc1-n1c(SCC(=O)Nc2ccc(F)cc2Cl)nc2ccccc2c1=O	-2	-4	2	1	2.3	0.8	-7	-14	-0.1	4
35	COc1ccccc1N(C)S(=O)(=O)c1ccc(C(=O)Nc2nccs2)cc1	0	x	-12	x	0.3	1.6	-2	-10	-0.2	12
36	O=C(O)CCn1nnc(-c2cccs2)n1	3	10	2	-2	-0.8	-0.6	2	4	-0.2	6
37	O=C(C[C@H]1C/C=C\CC[C@H](Cc2ccc(F)cc2)C(=O)OC[C@@H]2CCCN2C1=O)N[C@H](CO)Cc1ccccc1	1	x	x	x	-4.2	5.1	2	-2	i	4
38	c1ccc(-c2cc(-c3nc(-c4ccccn4)no3)c3ccccc3n2)cc1	-4	x	-14	-8	-1.4	1.0	2	0	-0.2	-3
39	O=C(N/N=C/c1ccc(-c2ccc(Br)cc2)o1)c1ccc2c(c1)OCO2	-44	24	x	-3	-1.7	-1.3	6	-14	0.3	18
40	O=C(CC(c1ccccc1)c1ccccc1)Nc1ccc(O)cc1	0	21	-5	6	-1.7	0.8	1	3	-0.3	2
41	CC(C)(C)N(Cc1cc2ccccc2[nH]c1=O)C(=O)C1CCCCC1	12	37	-4	1	x	-1.4	1	-1	-0.3	2
42	O=C(c1ccco1)N1CCC(c2nc3ccccc3[nH]2)CC1	6	x	-5	x	3.4	-0.8	1	2	-0.3	10
43	CC(NS(C)(=O)=O)C(c1cccs1)N1CCN(C)CC1 (centres undefined)	4	-11	0	-1	-1.0	-3.7	1	4	-0.2	4
44	COc1c(F)cccc1C1=CC(=O)C[C@H](c2ccc3c(c2)OCO3)C1	1	x	-9	x	2.2	-2.7	0	-25	i	-4
45	COc1cccc(NC(=O)N(C)C[C@@H]2OCc3cn(nn3)CCCC(=O)N([C@H](C)CO)C[C@H]2C)c1	5	x	x	x	-3.5&0.6&0.7	x	-4	x	-0.2	10
46	CCC(NC(=O)NCc1ccc2c(c1)OCO2)(C(F)(F)F)C(F)(F)F	6	7	5	2	-1.7	1.6	0	-5	-1.4	14
47	CCc1ccc(NC(=O)CS(=O)CC(=O)NCCCc2ccccc2)cc1 (centres undefined)	-3	30	0	1	-2.2	3.3	1	-6	-2.0	9
48	CCOC(=O)C1CCN(S(=O)(=O)c2ccc(Cl)nc2)CC1	-8	1	2	0	-1.7	-0.4	-3	1	-0.5	-9
49	Nc1cc(Cl)ccc1Nc1ccncc1	2	10	3	3	1.7	1.2	1	x	-0.4	4
50	CCn1c(COc2ccccc2C)nnc1SCC(=O)N1CCN(c2ccccc2)CC1	-7	-4	-6	-5	-1.6	3.3	0	0	i	5

The last two compounds of the section above lead into the next.
#	SMILES	MazEF act	DUSP3 inh	PriA SSB inh	3CLpro inhibitor	Mtb BioA inh	Mtb UGM inh	Mtb FBA inh	Rv3671c inh	Vc quorum ag	GDH-TPI inh
49	Nc1cc(Cl)ccc1Nc1ccncc1	2	10	3	3	1.7	1.2	1	x	-0.4	4
50	CCn1c(COc2ccccc2C)nnc1SCC(=O)N1CCN(c2ccccc2)CC1	-7	-4	-6	-5	-1.6	3.3	0	0	i	5
51	COc1ccc(-c2csc(NC(=S)NC(=O)c3ccco3)n2)cc1Br	5	-14	-8	0	-2.1	-2.2	-3	-4	-1.7	-11
52	O=C(NCC1CCCO1)c1cc2cc(Cl)ccc2[nH]1 (centres undefined)	-8	-4	-8	1	-1.5	-0.2	2	-5	i	-3
53	CN(C)S(=O)(=O)N(CC(=O)Nc1ccccc1)c1ccccc1	19	18	-2	0	-1.4	-2.0	1	2	i	6
54	Cc1ccn2cc(-c3cnoc3C)nc2c1	8	24	-5	2	8.5	-2.8	31*	2	i	-8
55	CCOC(=O)CCCC(=O)N1CCOCCOCCOCC1	-3	-6	-1	8	x	0.7	-1	-5	-0.7	-1
56	O=C(CC1NCCNC1=O)Nc1cc(Cl)cc(Cl)c1 (centres undefined)	1	-8	-15	2	-3.2	3.8	-1	-9	-3.1	-1
57	CC(=O)NC(Cc1ccc(F)cc1)C(=O)NC1CCN(c2nnnn2-c2ccccc2)CC1 (centres undefined)	2	-6	-4	1	0.0	-3.3	-7	1	i	4
58	COc1cc(OC)c(C2=NOC(C(=O)N3CCN(C(=O)c4ccco4)CC3)C2)cc1Cl (centres undefined)	-2	36	-8	-1	0.5	2.2	0	16	-1.1	-5
59	CC(C)N(C(=O)[C@H]1C[C@H](CC(=O)NCc2ccco2)C(=O)N2CCc3c([nH]c4ccc(Cl)cc34)[C@]12C)C(C)C	4	x	-1	x	-0.9	x	1	x	i	-11
60	COc1ccc(-n2nnnc2SCC(=O)c2ccc3c(c2)OCCO3)c(OC)c1	24	12	-10	0	x	-1.2	-1	-13	i	10
61	OCC1(Cc2ccccc2F)CCCN(Cc2c(F)ccc(F)c2F)C1 (centres undefined)	4	18	-28	3	2.3	-1.1	-1	-1	-1.5	2
62	COC(=O)c1c(NC(=O)CN2CCN(S(=O)(=O)c3ccccc3[N+](=O)[O-])CC2)sc2c1CCC(C)C2 (centres undefined)	-6	-10	1	4	-0.6	0.4	2	-6	0.1	7
63	Cc1cccc(N=CC=C2OC(C)(C)C(C)(C)O2)c1	-1	-4	5	-3	-0.4	x	4	3	-0.3	-2

Down the list, as entered above:
Compounds 55–58 in GDH-TPI inh: -1, -1, 4, -5
Compounds 55–58 in DUSP3 inh: -6, -8, -6, 36
Compounds 55–58 in Mtb UGM inh: 0.7, 3.8, -3.3, 2.2

Some of the compounds tested; the hit share may differ from the screen's.
